Bioassay records (PubChem BioAssay)
Diaph inh CS: diaphorase inhibitors and chemical oxidizers, primary screen, counter-screen for diaphorase-coupled primary assays, biochemical, uHTS, resorufin fluorescence; 190,000 tested, 0.69% active; inhibition, % at 20 µM; AID 1217, 2008; diaphorase resazurin-to-resorufin fluorescence, NADH, 16 min; bacterial (C. kluyveri) enzyme, not human;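 active = primary screen inhibition at 20 µM above a set limit, cut at about 50% in these data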;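 also: plate controls were DMSO with full reaction for no effect and wells lacking NADH for full effect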
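Assay system – diaphorase enzyme from Clostridium kluyveri · Amount – diaphorase 0.14 U/mL (working solution) · Times – reaction incubation of 16 min at room temperature · Controls – No-NADH positive control and DMSO neutral control · Signal – resorufin fluorescence 544/590 nm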
TLR4 MyD88 comp: inhibitors of TLR4-MyD88 association in cells, primary screen, cell-based, HeLa CL3-4, BLA complementation, FRET ratio. 200,000 tested, 0.18% active. AID 861, 2007. HeLa CL3-4 TLR4/MyD88 BLA complementation. inhibition, % at 8.4 µM; in the data active = inhibition above about 25%;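 also: 0% = vehicle and 100% = reference inhibitor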
Target sequence (O00206 whole entry, looked up): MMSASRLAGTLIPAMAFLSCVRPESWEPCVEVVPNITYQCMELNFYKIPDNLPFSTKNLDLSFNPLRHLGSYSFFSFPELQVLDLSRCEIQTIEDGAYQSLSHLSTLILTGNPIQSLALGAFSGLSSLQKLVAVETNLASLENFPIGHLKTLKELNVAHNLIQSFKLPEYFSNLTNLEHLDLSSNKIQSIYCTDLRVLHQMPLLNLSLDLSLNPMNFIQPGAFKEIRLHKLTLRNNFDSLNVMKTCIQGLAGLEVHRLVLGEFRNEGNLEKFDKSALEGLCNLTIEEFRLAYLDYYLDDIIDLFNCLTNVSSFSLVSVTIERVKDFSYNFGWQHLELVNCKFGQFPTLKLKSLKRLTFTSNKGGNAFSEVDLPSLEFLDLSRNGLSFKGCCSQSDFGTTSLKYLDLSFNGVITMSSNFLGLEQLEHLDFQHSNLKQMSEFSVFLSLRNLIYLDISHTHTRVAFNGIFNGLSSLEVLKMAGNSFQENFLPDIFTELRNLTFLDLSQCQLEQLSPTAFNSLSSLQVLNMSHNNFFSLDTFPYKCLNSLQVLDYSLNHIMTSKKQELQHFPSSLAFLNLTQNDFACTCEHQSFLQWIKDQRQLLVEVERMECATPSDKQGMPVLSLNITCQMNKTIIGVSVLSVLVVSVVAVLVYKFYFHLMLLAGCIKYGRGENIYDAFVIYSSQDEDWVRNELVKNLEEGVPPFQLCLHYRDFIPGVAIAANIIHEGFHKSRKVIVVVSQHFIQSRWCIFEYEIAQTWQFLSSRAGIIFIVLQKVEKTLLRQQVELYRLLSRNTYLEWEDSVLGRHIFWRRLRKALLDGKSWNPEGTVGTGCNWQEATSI
Target sequence (Q99836 whole entry, looked up): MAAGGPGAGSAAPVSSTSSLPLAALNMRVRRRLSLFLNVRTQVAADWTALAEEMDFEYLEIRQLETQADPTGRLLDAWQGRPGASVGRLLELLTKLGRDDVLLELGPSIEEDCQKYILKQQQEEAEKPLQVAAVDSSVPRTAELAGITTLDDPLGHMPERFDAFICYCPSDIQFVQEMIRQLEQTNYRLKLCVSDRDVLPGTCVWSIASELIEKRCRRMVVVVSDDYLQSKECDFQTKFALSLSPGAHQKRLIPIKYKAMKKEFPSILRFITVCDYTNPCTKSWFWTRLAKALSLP
Diaphorase act: compounds boosting diaphorase resazurin reduction – biochemical, uHTS, resorufin fluorescence, counter-screen for diaphorase-coupled primary assays, primary screen. Diaphorase/resazurin coupled assay, 16 min; hits give high values; 1 = vehicle wells, 0 = NADH-free wells. activation factor at 20 µM. 190,000 tested, 0.005% active. AID 1229, 2008;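 active = diaphorase activity raised at least twofold by the compound at 20 µM; inactive = activation factor below 2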
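Assay system: bacterial diaphorase enzyme (C. kluyveri) / Input: enzyme 0.07 U/mL final / Medium: 50 mM HEPES pH 7.4 with 4.542 mM MgCl2, 0.005% Tween 20 / Doses: single compound dose of 20 µM, 1% DMSO final / Incubation: 16 min enzyme reaction, ambient temperature / Signal: fluorescence, excitation 544 nm and emission 590 nm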
Hsp70 activator: Hsp70 transcriptional activators, primary screen, cell-based, HeLa, Hsp70 promoter luciferase, luminescence, 10 µM; HeLa Hsp70 promoter luciferase reporter; scaled: vehicle 0, proteasome-inhibitor control 100%; activation, % at 10 µM; 200,000 tested, 0.04% active; AID 1203, 2008;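 active = activation above the mean across all tested compounds plus 3 SD, cutoff set per campaign, cut at about 5.5% in these data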;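 also: 100% = MG132 at 30 µM as the positive control and 0% = DMSO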
STAT1 inh: STAT1 signaling inhibitors, primary screen, cell-based, HTS, luciferase reporter | NIH 3T3 STAT1-luciferase reporter, IFN-gamma, luminescence | inhibition, % at 5.5 µM | 200,000 tested, 0.35% active | AID 920, 2007;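 active = inhibition above a set limit, the mean inhibition across all tested compounds plus 3 SD, cut at about 34% in these data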;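 also: 0% = IFN-gamma with DMSO and 100% = IFN-gamma with 300 µM nifuroxazide; values of inactives mirror those of a sister screen read the other way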
STAT3 inh: IL-6 driven STAT3 reporter inhibitors, primary screen, U3A cells, luciferase, luminescence, MLSCN library | 190,000 tested, 0.89% active | IL-6 STAT3-luciferase reporter; host cell line lacks STAT1 | inhibition, % at 5.5 µM;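 active = inhibition above the mean inhibition across all screened compounds plus 3 SD, cut at about 44% in these data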;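 also: 0% = DMSO only wells and 100% = 100 µM nifuroxazide control wells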
G6PDH counter: L. mesenteroides G6PDH inhibitors, counter-screen for G6PDH-coupled screening assays, biochemical, Leuconostoc mesenteroides enzyme | glucose-6-phosphate dehydrogenase [Leuconostoc mesenteroides] | AID 1020, 2008 | Purified L. mesenteroides G6PDH, diaphorase/resazurin coupled fluorescence, 45 min | inhibition, % at 5 µM | 200,000 tested, 0.12% active; in the data active = inhibition above about 50%
APP 5UTR inh: inhibitors of APP translation via 5'UTR reporter, primary screen, APP 5'UTR luciferase, SH-SY5Y cells; SH-SY5Y APP 5'UTR-luciferase reporter, luminescence; 190,000 tested, 0.82% active; inhibition, % at 2 µM;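 active = inhibition above a set limit, derived from the sample mean plus 3 SD, cut at about 45% in these data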; also: values of inactives mirror those of a sister screen read the other way
STAT3 act: IL-6 driven STAT3 reporter potentiators, primary screen, U3A cells, luciferase, luminescence, MLSCN library | IL-6 STAT3-luciferase reporter; 100% = signal with IL-6 EC80 alone | activation (% of control), % at 5.6 µM | 190,000 tested, 0.91% active | AID 871, 2007;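 active = activation above the screen-wide mean of compound activation plus 3 SD, cut at about 130% in these data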;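 also: 0% = background luminescence of wells with medium and substrate only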
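Test system: Human STAT1-deficient U3A cells with stable STAT3-luciferase reporter | Also added: Interleukin-6, 33 ng/mL | Timing: Compound pre-incubation 1 h before IL-6, then 6 h stimulation at 37 °C | Technique: Luciferase reporter luminescence | Read-out: Percent of IL-6-only median luminescence | Benchmarks: IL-6-only wells as 100% reference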
STAT1 act: STAT1 signaling activators, primary screen, cell-based, HTS, luciferase reporter. NIH 3T3 STAT1-luciferase reporter, IFN-gamma, luminescence; 100% = IFN-gamma alone, no compound. activation (% of control), % at 5.5 µM. 200,000 tested, 2.6% active. AID 932, 2007;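 active = activation above the screen-wide mean activation plus 3 SD, cut at about 130% in these data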;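 also: raw ratio to IFN-gamma control signal so 100% means no change and 0% no light; values of inactives mirror those of a sister screen read the other way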
Numbers without * were called inactive.

The first two compounds, to show the layout:
Screening COC(=O)CN(n1cnnc1)S(=O)(=O)c1ccccc1Cl returned Diaph inh CS 0, TLR4 MyD88 comp 0, Diaphorase act 1, Hsp70 activator 0.2, STAT1 inh -4, STAT3 inh 0, G6PDH counter 6, APP 5UTR inh 2, STAT3 act 101 and STAT1 act 102.
COc1ccc(CCN(Cc2nc3ccccc3c(=O)[nH]2)C(=O)c2ccco2)cc1OC was read as Diaph inh CS -1, TLR4 MyD88 comp -2, Diaphorase act 1, Hsp70 activator -0.1, STAT1 inh -3, STAT3 inh -3, G6PDH counter 14, APP 5UTR inh -5, STAT3 act 104 and STAT1 act 103.

The listing, from the first entry:
Screening COC(=O)CN(n1cnnc1)S(=O)(=O)c1ccccc1Cl returned Diaph inh CS 0, TLR4 MyD88 comp 0, Diaphorase act 1, Hsp70 activator 0.2, STAT1 inh -4, STAT3 inh 0, G6PDH counter 6, APP 5UTR inh 2, STAT3 act 101 and STAT1 act 102.
COc1ccc(CCN(Cc2nc3ccccc3c(=O)[nH]2)C(=O)c2ccco2)cc1OC was read as Diaph inh CS -1, TLR4 MyD88 comp -2, Diaphorase act 1, Hsp70 activator -0.1, STAT1 inh -3, STAT3 inh -3, G6PDH counter 14, APP 5UTR inh -5, STAT3 act 104 and STAT1 act 103.
For CCc1cc2ccc(C)cc2nc1SCC(=O)N1CCN(C(=O)c2ccco2)CC1 the results were Diaph inh CS 24, TLR4 MyD88 comp -6, Diaphorase act 0.8, Hsp70 activator 0.2, STAT1 inh 1, STAT3 inh 8, G6PDH counter 3, APP 5UTR inh 3, STAT3 act 95 and STAT1 act 99.
For Cn1cnnc1SC1CCCCC1NS(=O)(=O)c1ccc(Cl)cc1 (centres undefined) the results were Diaph inh CS 0, TLR4 MyD88 comp -4, Diaphorase act 1, Hsp70 activator -0.5, STAT1 inh 11, STAT3 inh 8, G6PDH counter 8, APP 5UTR inh -13, STAT3 act 96 and STAT1 act 94.
CCN(CC)S(=O)(=O)c1cc(C(=O)Nc2cc(Cl)ccc2N2CCN(C)CC2)ccc1Cl was read as Diaph inh CS 16, TLR4 MyD88 comp 7, Diaphorase act 0.8, Hsp70 activator 0.0, STAT1 inh 3, STAT3 inh -15, G6PDH counter -2, APP 5UTR inh -16, STAT3 act 113 and STAT1 act 97.
COCCCN1C(=O)C(O)=C(C(=O)c2ccco2)C1c1cccc(Br)c1 (centres undefined) was read as Diaph inh CS 16, TLR4 MyD88 comp 0, Diaphorase act 0.8, Hsp70 activator -0.4, STAT1 inh 1, STAT3 inh 13, G6PDH counter 8, APP 5UTR inh -7, STAT3 act 97 and STAT1 act 99.
`Cc1nn(-c2ccccc2)c(Cl)c1C1C(C#N)=C(N)Oc2n[nH]c(C)c21` (centres undefined) gave Diaph inh CS 20, TLR4 MyD88 comp 9, Diaphorase act 0.8, Hsp70 activator -0.2, STAT1 inh 4, STAT3 inh 5, G6PDH counter 6, APP 5UTR inh 5, STAT3 act 102 and STAT1 act 97.
COc1ccc(C(=O)OCCN2CCOCC2)cc1OC was read as Diaph inh CS 14, TLR4 MyD88 comp 0, Diaphorase act 0.9, Hsp70 activator 0.0, STAT1 inh -4, STAT3 inh 0, G6PDH counter -3, APP 5UTR inh -3, STAT3 act 103 and STAT1 act 103.
For O=C(c1ccccc1Nc1ccc(SC(F)F)cc1)N1CCCCC1 the results were Diaph inh CS 14, TLR4 MyD88 comp -6, Diaphorase act 0.9, Hsp70 activator -0.3, STAT1 inh 6, STAT3 inh -19, G6PDH counter 7, APP 5UTR inh -18, STAT3 act 116 and STAT1 act 95.
For CCCC(=O)NCCc1nc2ccccc2n1CCC the results were Diaph inh CS 7, TLR4 MyD88 comp 4, Diaphorase act 0.9, Hsp70 activator -0.3, STAT1 inh -13, STAT3 inh 5, G6PDH counter -10, APP 5UTR inh 6, STAT3 act 104 and STAT1 act 112.
Screening C#CCOc1ccc(/C=N/O)cc1Cl returned Diaph inh CS 8, TLR4 MyD88 comp -1, Diaphorase act 0.9, Hsp70 activator -0.5, STAT1 inh 1, STAT3 inh 6, G6PDH counter 4, APP 5UTR inh -17, STAT3 act 97 and STAT1 act 99.
Screening COc1ccccc1NC(=O)CCCn1c(=S)[nH]c2ccccc2c1=O returned Diaph inh CS 19, TLR4 MyD88 comp 0, Diaphorase act 0.8, Hsp70 activator -0.1, STAT1 inh -7, STAT3 inh 7, G6PDH counter -3, APP 5UTR inh -10, STAT3 act 95 and STAT1 act 106.
`CNc1c([N+](=O)[O-])cnn1-c1ccccn1` gave Diaph inh CS 21, TLR4 MyD88 comp -1, Diaphorase act 0.8, Hsp70 activator 0.2, STAT1 inh -3, STAT3 inh 14, G6PDH counter 14, APP 5UTR inh -5, STAT3 act 97 and STAT1 act 101.
CC1(C(=O)c2ccccc2)C2c3c(ccc4ccccc34)OC(=O)C21C(=O)N1CCOCC1 (centres undefined) was read as Diaph inh CS 19, TLR4 MyD88 comp 11, Diaphorase act 0.8, Hsp70 activator 0.0, STAT1 inh -9, STAT3 inh 10, G6PDH counter -2, APP 5UTR inh 13, STAT3 act 101 and STAT1 act 108.
Screening COc1cc(/C=C/c2ccc3cccc([N+](=O)[O-])c3n2)ccc1OCC#N returned Diaph inh CS 16, TLR4 MyD88 comp -22, Diaphorase act 0.8, Hsp70 activator 0.3, STAT1 inh 0, STAT3 inh 11, G6PDH counter -23, APP 5UTR inh 1, STAT3 act 92 and STAT1 act 100.
For S=C(Nc1ccccc1)N1CCCCC1 the results were Diaph inh CS 10, TLR4 MyD88 comp 9, Diaphorase act 0.9, Hsp70 activator -0.3, STAT1 inh 2, STAT3 inh 0, G6PDH counter 4, APP 5UTR inh 1, STAT3 act 104 and STAT1 act 98.
For Cn1cnc([N+](=O)[O-])c1SCC(O)CCl (centres undefined) the results were Diaph inh CS -1, TLR4 MyD88 comp -5, Diaphorase act 1, Hsp70 activator -0.1, STAT1 inh 11, STAT3 inh 8, G6PDH counter 2, APP 5UTR inh 1, STAT3 act 104 and STAT1 act 89.
`COc1ccc(CCNc2nc(N3CCCCC3)nc(N3CCCCC3)n2)cc1OC` gave Diaph inh CS 25, TLR4 MyD88 comp 12, Diaphorase act 0.7, Hsp70 activator 0.6, STAT1 inh -4, STAT3 inh -14, G6PDH counter -5, APP 5UTR inh 10, STAT3 act 115 and STAT1 act 108.
Cc1ccccc1OC(=O)C1C(c2ccccc2)C(C(=O)O)C1c1ccccc1 (centres undefined) was read as Diaph inh CS 9, TLR4 MyD88 comp -15, Diaphorase act 0.9, Hsp70 activator -0.7, STAT1 inh 15, STAT3 inh 7, G6PDH counter 1, APP 5UTR inh -16, STAT3 act 100 and STAT1 act 86.
Screening O=C1/C(=C\c2ccc(-c3ccccc3[N+](=O)[O-])o2)C(c2ccccc2)=NN1c1ccccc1 returned Diaph inh CS 19, TLR4 MyD88 comp -16, Diaphorase act 0.8, Hsp70 activator 0.0, STAT1 inh 0, STAT3 inh -1, G6PDH counter -4, APP 5UTR inh -17, STAT3 act 103 and STAT1 act 100.
O=C(NCC(=O)N(c1ccccc1)C(C(=O)NC1CCCCC1)c1ccncc1)c1ccco1 (centres undefined) was read as Diaph inh CS 1, TLR4 MyD88 comp -3, Diaphorase act 1, Hsp70 activator 0.3, STAT1 inh 1, STAT3 inh -7, G6PDH counter 2, APP 5UTR inh -15, STAT3 act 111 and STAT1 act 99.
O=C(NCc1ccc(Cl)cc1)c1cc2c(nc3sccn32)s1 was read as Diaph inh CS 20, TLR4 MyD88 comp 9, Diaphorase act 0.8, Hsp70 activator 0.2, STAT1 inh 4, STAT3 inh 14, G6PDH counter 8, APP 5UTR inh 0, STAT3 act 91 and STAT1 act 97.
`O=C(Cc1ncc(C(F)(F)F)cc1Cl)NCCc1ccccc1` gave Diaph inh CS 0, TLR4 MyD88 comp 4, Diaphorase act 1, Hsp70 activator -0.4, STAT1 inh 1, STAT3 inh 1, G6PDH counter 10, APP 5UTR inh 10, STAT3 act 100 and STAT1 act 99.
`Cc1ccc(S(=O)(=O)N2CCC(C(=O)OCc3ccc([N+](=O)[O-])cc3)CC2)cc1` gave Diaph inh CS 1, TLR4 MyD88 comp 0, Diaphorase act 1, Hsp70 activator -0.2, STAT1 inh -4, STAT3 inh -6, G6PDH counter 12, APP 5UTR inh 14, STAT3 act 105 and STAT1 act 104.
O=C(CCN1C(=O)C2C3C=CC(C3)C2C1=O)N1CCN(c2ccc([N+](=O)[O-])cc2)CC1 (centres undefined) was read as Diaph inh CS 13, TLR4 MyD88 comp 0, Diaphorase act 0.9, Hsp70 activator -0.4, STAT1 inh 6, STAT3 inh 10, G6PDH counter 6, APP 5UTR inh -9, STAT3 act 97 and STAT1 act 94.
O=C(OC1CCCCC1)c1ccc(NC(=O)c2ccco2)cc1 was read as Diaph inh CS 19, TLR4 MyD88 comp -13, Diaphorase act 0.8, Hsp70 activator -0.2, STAT1 inh -17, STAT3 inh 10, G6PDH counter -7, APP 5UTR inh -51, STAT3 act 96 and STAT1 act 115.
For O=C(Cn1cnc2c(oc3ccccc32)c1=O)N1CCCC1 the results were Diaph inh CS 5, TLR4 MyD88 comp 1, Diaphorase act 1, Hsp70 activator -0.2, STAT1 inh -13, STAT3 inh -14, G6PDH counter 7, APP 5UTR inh 20, STAT3 act 113 and STAT1 act 111.
O=C(CN1C(=O)S/C(=C/C=C/c2ccccc2)C1=O)Nc1ccc(C(=O)O)cc1 was read as Diaph inh CS 24, TLR4 MyD88 comp -14, Diaphorase act 0.8, Hsp70 activator -0.3, STAT1 inh -5, STAT3 inh 7, G6PDH counter 11, APP 5UTR inh -4, STAT3 act 96 and STAT1 act 103.
